Assay outcomes deposited in PubChem by several laboratories.
Salmonella PhoP GFP: inhibitors of PhoP regulon expression, primary screen, Salmonella Typhimurium, GFP reporter (AID 1863); S. Typhimurium PhoP-regulated promoter GFP reporter, 4 h; higher % means a stronger effect; inhibition, % at 50 µM; hits with a dose series show IC50 in µM; actives 0.16% (n = 300,000);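 active means inhibition over 29.93%, a cutoff 3 SD above the screen mean, later confirmed by dose response; inconclusive means inhibition over 29.93% but no dose response follow-up; inactive means inhibition at most 29.93% or unconfirmed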;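 further: 0% = low Mg2+ inducing control and 100% = high Mg2+ repressing control; strong numbers were not always called active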
SV40 large T antigen: SV40 large T antigen inhibitors, biochemical (AID 1903) | SV40 large T antigen ATPase/helicase inhibition assay; higher % means a stronger effect | inhibition, % at 20 µM, or IC50 in µM where a hit was titrated | actives 0.39% (n = 310,000); in the data active means a potency from the dose series; inconclusive means inhibition mostly from about 32% at the one dose, without a potency; inactive means the rest, 99 in 100 with inhibition below about 32%; further: strong numbers were not always called active
RSV antiviral HEp-2: RSV antiviral activity via CPE protection, HEp-2 cells, primary 10 µM value included (AID 2391) | HEp-2 cells, RSV-induced CPE inhibition; higher % means a stronger effect | CPE inhibition, % at 10 µM, or IC50 in µM where a hit was titrated | actives 0.13% (n = 310,000); in the data active means a potency from the dose series; inconclusive means CPE inhibition mostly from about 23% at the one dose, without a potency; inactive means the rest, 99 in 100 with CPE inhibition below about 21%; further: strong numbers were not always called active
Rac1 GTP hydrolysis: MgcRacGAP GTPase-activating activity inhibitors, confirmation, biochemical, ADP Hunter fluorescence; Rac GTPase-activating protein 1 (Homo sapiens); MgcRacGAP-stimulated Rac1 GTP hydrolysis, ADP Hunter fluorescence; higher % means a stronger effect; GST-tagged Rac1 F28L mutant substrate; inhibition, % at 30 µM, or IC50 in µM where a hit was titrated; actives 0.6% (n = 340,000);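 active means first-screen hits whose inhibition reached a set limit at any dose in the follow-up dose series; inconclusive means inhibition above the set first-screen limit but never retested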;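 further: fluorescence reports GDP produced by GAP-driven GTP hydrolysis; strong numbers were not always called active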
T cell modulator: modulators of CD8 T cell-vesicle binding, primary screen, mouse 2C CD8+ T cells, flow cytometry; 2C CD8+ T cell-vesicle binding; active compounds read low; calls only at 7 µM; actives 0.068% (n = 330,000); AID 2052, 2009;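 active means response, share of CD8 T cells binding vesicles, and their 90th percentile fluorescence all below set limits, cut at about 80% in these data, passing the limit was not always enough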
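Test system: purified 2C TCR transgenic mouse naive CD8+ T cells. Probe or stimulus: QL9-peptide-loaded Drosophila micro-vesicles bearing Ld, ICAM-1 and B7-1. Incubation: binding step 1.5 h, 37 °C, antibody labelling 20 min, ice. Measured by: flow cytometry of vesicle-bound cells.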
WT yeast gro inh: growth inhibition of WT strain, primary screen, mitochondrial fusion inhibitor project, WT and mutant strains, chemical genetic; mitochondrial fusion phenotypic screen; inhibition, % at 10 µM; actives 2.1% (n = 190,000); AID 1362, 2008; in the data active means inhibition above about 58%; tested in S. cerevisiae
West Nile antiviral: West Nile virus antiviral activity, cell-based, CPE readout (AID 1621); CPE inhibition, % at 10 µM; hits with a dose series show IC50 in µM; actives 0.02% (n = 290,000); West Nile virus-infected cells, CPE inhibition; higher % means a stronger effect; in the data active means a potency from the dose series; inconclusive means CPE inhibition mostly from about 3.7% at the one dose, without a potency; inactive means the rest, 99 in 100 with CPE inhibition below about 2.2%; further: strong numbers were not always called active
Myeloid diff 2: induction of myeloid progenitor differentiation, primary screen, cell-based, flow cytometry, MLPCN library; AID 624256, 2012; ER-HoxA9 myeloid progenitors, lysozyme-GFP differentiation; actives 1% (n = 360,000); calls only at 10 µM;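 active means normalized GFP-positive differentiation at or above the plate's own cutoff, the solvent-only control mean plus 3 SD; inconclusive means no clear call, values can overlap the other calls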;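 further: cells exposed to compound for four days before flow analysis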
bCat nuc transl: modulators of beta-catenin nuclear translocation, primary screen, imaging, HeLa cells, immunofluorescence, high-content | nuclear translocation activity, % at 5 µM | AID 1665, 2009 | actives 0.3% (n = 190,000);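 active means nuclear translocation activity above 50% at 5 µM, with a well cell count of 50 or more; inconclusive means wells under 50 cells across six images, flagged as toxic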;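 further: per-cell ratio of nuclear to cytoplasmic median beta-catenin stain intensity; plate controls were DMSO negative control for no effect and GSK-3 inhibitor IX positive control for full effect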
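Technique: fluorescence imaging of beta-catenin antibody stain plus DAPI / Material: human HeLa cell line / Incubation: compound treatment 24 h, 37°C, 5% CO2 / Read-out basis: % activation of per-cell nuclear versus cytoplasmic median beta-catenin signal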
WT yeast gro inh mutant strain: recorded beside WT yeast gro inh, whose call it bears; inhibition, %; mitochondrial fusion phenotypic screen, mutant strain inhibition
bCat nuc transl cell count 5 µM: also measured in bCat nuc transl; calls as there; cell count; measured here: cell count, cytotoxicity flag
T cell modulator vesicle-bound %: further read-out of T cell modulator, marked with its call; double positive events, %; measured here: CD8+ vesicle-bound cell fraction;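 binding gate set so that unloaded-vesicle control wells show 10% double positive cells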
Myeloid diff 2 GFP+ MAC1+ %: recorded beside Myeloid diff 2, whose call it bears; GFP+ MAC1+ double positive, %; measured here: differentiation confirmed by MAC1 staining
Numbers without * were called inactive; i = inactive; ? = inconclusive; / = not tested or not shown.

The line under a structure holds: SV40 large T antigen | West Nile antiviral | T cell modulator vesicle-bound % | Rac1 GTP hydrolysis | bCat nuc transl cell count 5 µM | Myeloid diff 2 GFP+ MAC1+ % | T cell modulator | WT yeast gro inh mutant strain | RSV antiviral HEp-2 | bCat nuc transl | WT yeast gro inh | Salmonella PhoP GFP | Myeloid diff 2
- Cc1cccc(OCc2n[nH]c(=S)o2)c1C
    6% | -0.1% | 33 | 18% | 1470 | 0.4 | i | 8 | 2.0% | 1.1 | -4 | -22% | i
- O=C(CCc1ccccc1)N1CCN(c2ccccc2F)CC1
    6% | 1.2% | 23 | 1% | 1057 | 0.7 | i | -4 | 1.7% | -4.7 | 15 | 8% | i
- CN(C)S(=O)(=O)c1cccc(NC(=O)c2ccc(COc3ccccc3)cc2)c1
    10% | 1.5% | 31 | 16% | / | 0.8 | i | / | -0.4% | / | / | -5% | i
- COc1ccc(Cc2nc3ccc(C(=O)NCc4cc(C)no4)cc3o2)cc1OC
    14% | -0.2% | 52 | 5% | / | 1.3 | i | / | 6.3% | / | / | -6% | i
- O=C(c1ccc(Cl)c(NC2=NC3CS(=O)(=O)CC3S2)c1)N1CCN(c2ccccc2)CC1 (stereo unspecified)
    15% | 0.7% | 20 | 6% | / | 0.7 | i | / | 1.1% | / | / | -4% | i
- CSc1cccc(NC(=O)Cc2ccccc2[N+](=O)[O-])c1
    -6% | -0.1% | 54 | 2% | 958 | 0.0 | i | 13 | 3.5% | 5.5 | 18 | -3% | i
- Cc1ccc(S(=O)(=O)Nc2cc(NC(=O)CN3CCOCC3)ccc2Cl)cc1
    50% | 0.1% | 27 | 1% | 789 | 0.7 | i | / | 2.0% | -1.6 | / | -13% | i
- O=C(N/N=C/c1ccccc1F)C(=O)N1CCCCCC1
    -7% | 0.2% | 26 | 5% | / | 1.7 | i | / | -0.7% | / | / | 8% | i
- COc1ccccc1NC(=O)NNC(=O)c1cc2ccccc2cc1O
    27% | -0.5% | 18 | -1% | / | 1.0 | i | / | 8.3% | / | / | -4% | i
- CSc1ccc(CN(C)CC(=O)Nc2cccc(Br)c2)cc1
    11% | -1.4% | 61 | 15% | 1036 | 0.6 | i | 28 | 12% | 0.3 | 48 | 0% | i
- CN(C)Cc1cc(C(C)(C)C)cc(C(C)(C)C)c1O
    16% | -0.2% | 44 | 4% | 1301 | 0.1 | i | / | 0.4% | -1.2 | / | -8% | i
- O=C1N=c2ccccc2=C1c1sc(=S)n(NC(=O)c2ccccc2)c1O
    13% | 1.4% | 54 | 15% | 1257 | 0.5 | i | / | 1.9% | 0.1 | / | -11% | i
- CC(=O)c1c(C(C)=O)c(C)n(-c2nc(-c3cccs3)c(C)s2)c1C
    4% | -0.4% | 41 | 5% | / | 0.2 | i | 13 | 0.9% | / | 8 | -10% | i
- COC(=O)c1cccc(C(=O)Nc2ccc(F)cc2)n1
    5% | 1.6% | 33 | 4% | 1404 | 5.2 | i | -3 | -0.3% | -0.9 | -13 | 8% | i
- CC1CCCN(C(=O)COC(=O)C2CCN(S(=O)(=O)c3ccc4c(c3)OCCO4)CC2)C1 (stereo unspecified)
    -5% | / | 38 | 10% | / | 1.1 | i | / | -0.9% | / | / | 4% | i

Entries above with a Cl atom:
The line under a structure holds: SV40 large T antigen | West Nile antiviral | T cell modulator vesicle-bound % | Rac1 GTP hydrolysis | bCat nuc transl cell count 5 µM | Myeloid diff 2 GFP+ MAC1+ % | T cell modulator | WT yeast gro inh mutant strain | RSV antiviral HEp-2 | bCat nuc transl | WT yeast gro inh | Salmonella PhoP GFP | Myeloid diff 2
- O=C(c1ccc(Cl)c(NC2=NC3CS(=O)(=O)CC3S2)c1)N1CCN(c2ccccc2)CC1 (stereo unspecified)
    15% | 0.7% | 20 | 6% | / | 0.7 | i | / | 1.1% | / | / | -4% | i
- Cc1ccc(S(=O)(=O)Nc2cc(NC(=O)CN3CCOCC3)ccc2Cl)cc1
    50% | 0.1% | 27 | 1% | 789 | 0.7 | i | / | 2.0% | -1.6 | / | -13% | i

New compounds follow
The line under a structure holds: SV40 large T antigen | West Nile antiviral | T cell modulator vesicle-bound % | Rac1 GTP hydrolysis | bCat nuc transl cell count 5 µM | Myeloid diff 2 GFP+ MAC1+ % | T cell modulator | WT yeast gro inh mutant strain | RSV antiviral HEp-2 | bCat nuc transl | WT yeast gro inh | Salmonella PhoP GFP | Myeloid diff 2
- O=C(NC(Cc1ccccc1)C(=O)O)/C(=C/c1ccccc1)NC(=O)c1ccc(Br)o1 (stereo unspecified)
    6% | 1.0% | 24 | 3% | / | 0.7 | i | / | 0.3% | / | / | 2% | i
- C=CCNC(=O)c1ccc(-c2cccc([N+](=O)[O-])c2)o1
    15% | -0.5% | 11 | -7% | 1040 | 0.1 | i | 3 | 1.4% | -2.2 | 4 | -5% | i
- CCc1ccc(NC(=O)CCn2c(=O)c3cccn3c3ccccc32)cc1
    -2% | 0.7% | 9 | 5% | / | / | i | / | 17% | / | / | -22% | ?
- CN(CCOc1ccc(-c2ccn(S(=O)(=O)c3cccc4ccccc34)n2)cc1)c1ccccn1
    5% | -1.9% | 26 | 10% | 1097 | 1.0 | i | 11 | 16% | -2.5 | -4 | -17% | i
- S=C1NCN(Cc2cccnc2)CN1
    9% | 0.3% | 9 | / | 1183 | 1.0 | i | / | 2.9% | -3.5 | / | -10% | i
- Cc1ccc2nc(/C=C/c3cccc(F)c3)ccc2c1
    9% | -0.1% | 57 | 10% | 1019 | 0.3 | i | 10 | 12% | 0.1 | 2 | -2% | i
- C=C(C)C1CC=C(C)/C(=N/NC(=O)c2ccoc2C)C1 (stereo unspecified)
    5% | -1.0% | 30 | 7% | 957 | 0.2 | i | -1 | 3.9% | -1.6 | 7 | -6% | i
- Cc1cc(C)cc(NC(=O)CSc2nnc(-c3cc(C)[nH]n3)n2N)c1
    -3% | 0.4% | 27 | 12% | / | 0.4 | i | / | -0.9% | / | / | -2% | i
- O=C(NCC(=O)N1CC(O)CC1C(=O)N1CC(O)CC1C(=O)OCc1ccccc1)OCc1ccccc1 (stereo unspecified)
    8% | -0.6% | 23 | 3% | 1079 | 0.6 | i | 2 | 1.0% | 0.3 | -6 | 1% | i
- CCC(C)(C(=O)NC1CCCCC1)N(CC1CCCO1)C(=O)Cc1cccs1 (stereo unspecified)
    22% | -0.6% | 30 | 2% | / | 0.3 | i | 12 | 2.1% | / | -6 | -2% | i
- O=C1OCCC1Sc1nnc(-c2cccnc2)n1-c1ccccc1F (stereo unspecified)
    10% | -0.2% | 47 | / | 1082 | 0.4 | i | 0 | -2.1% | -1.6 | -9 | 6% | i
- CCN(CC)CCNC(=O)C1(O)c2cc(Br)ccc2NC(=O)N1c1ccc(Cl)cc1 (stereo unspecified)
    4% | 1.2% | 33 | 4% | / | 0.5 | i | / | 0.7% | / | / | 3% | i
- COc1ccc(C)cc1NC(=O)c1ccc2c(O)c(S(=O)(=O)c3ccccc3)c(=O)[nH]c2c1
    14% | 0.4% | 15 | -11% | / | 2.3 | i | / | 1.3% | / | / | -13% | i
- Cc1cc2ccccn2c1C(=O)c1nc(N2CCOCC2)ncc1Cl
    -1% | -0.4% | 19 | 8% | 1287 | 7.0 | i | -25 | 4.5% | -0.3 | 5 | -1% | i
- COc1cc(S(=O)(=O)NC2CCCC2)ccc1F
    -2% | -0.7% | 36 | 8% | 1131 | 1.9 | i | -11 | 1.2% | -0.6 | -14 | 4% | i

(next part)
The line under a structure holds: SV40 large T antigen | West Nile antiviral | T cell modulator vesicle-bound % | Rac1 GTP hydrolysis | bCat nuc transl cell count 5 µM | Myeloid diff 2 GFP+ MAC1+ % | T cell modulator | WT yeast gro inh mutant strain | RSV antiviral HEp-2 | bCat nuc transl | WT yeast gro inh | Salmonella PhoP GFP | Myeloid diff 2
- CCSc1nnc(Cc2cc(=O)[nH]c(=O)[nH]2)n1-c1cc(C)ccc1C
    1% | 0.6% | 30 | 3% | 1419 | 0.5 | i | -11 | 0.2% | -0.3 | -5 | -2% | i
- Cc1ccccc1NC(=O)C(=O)NCCc1c[nH]c2ccccc12
    3% | 0.0% | 30 | 4% | 1096 | 0.2 | i | 13 | -0.2% | 0.9 | 4 | 1% | i
- COc1ccc(OC)c2sc(Cl)nc12
    6% | 0.1% | 39 | 9% | 1089 | 0.5 | i | 12 | 0.6% | 0.7 | 3 | 2% | i
- COC(=O)c1ccc(NS(=O)(=O)c2c(C)[nH]c(C)c2C(=O)N2CCCC2)cc1
    12% | 0.7% | 7 | 8% | / | 3.5 | i | / | 3.1% | / | / | -2% | i
- COc1ccccc1NC(=S)NCCSc1ccc(C)cc1
    3% | -0.5% | 39 | 5% | 1302 | 0.5 | i | 66* | 16% | -1.0 | 71* | 3% | i
- C/C(=N\Nc1ncnc2sc(C)c(C)c12)c1ccccn1
    10% | -2.4% | 26 | 4% | / | / | i | / | -2.2% | / | / | 74µM* | ?
- CCn1c(CNC(=O)Cc2ccc(OC)cc2)n[nH]c1=S
    13% | / | 38 | -1% | 939 | 0.6 | i | -4 | -2.1% | -0.5 | -5 | 10% | i
- CN(C)c1ccc(C2C3CCCc4ccccc4C3=NN2C)cc1 (stereo unspecified)
    3% | -0.4% | 6 | 9% | 1211 | 0.7 | i | / | 0.9% | -4.4 | / | -6% | i
- NC(=O)C1CCN(C(=O)CCC(=O)N2CCOc3ccc(Cl)cc32)CC1
    -3% | 0.0% | 42 | 4% | / | 2.9 | i | / | 1.2% | / | / | / | i
- Cc1ccccc1NCc1ccc([N+](=O)[O-])s1
    11% | -0.3% | 61 | 7% | / | 0.2 | i | / | 2.3% | / | / | -1% | i
- O=C(NCC(Cl)c1ccc2ccccc2c1)c1c(F)cccc1F (stereo unspecified)
    5% | -0.1% | 57 | 5% | / | 0.3 | i | / | 5.6% | / | / | -4% | i
- C=CCN1C2CCCC1CC(NC(=S)Nc1ccc(Cl)cc1)C2 (stereo unspecified)
    6% | -1.1% | 18 | 1% | 1494 | 0.6 | i | -18 | -2.2% | -0.1 | -1 | -4% | i
